IL-2 act: IL-2 activation; actives 0.065% (n = 360,000); activation, % (series mostly up to about 46 µM); AID 652025; IL-2 activation reporter assay, cell-based qHTS; stimulated with anti-CD3/CD4/CD28 beads; in transgenic mouse T cells; in the data active means activation above about 50%; inconclusive means mostly about 30% to 49%; further: 0% is about no effect
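Screening format: compound pinned onto unstimulated transgenic mouse T cells, 60 min incubation, then anti-CD3/anti-CD4/anti-CD28 bead stimulation for 18 hours at 37 degrees C, followed by EGFP and DsRed detection.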
EPAC1 antagonist: EPAC1 (human) antagonism. O95398. EPAC1 GEF assay, Rap1b-BODIPY-GDP exchange fluorescence. Potency, µM (highest dose often 115 µM), for inactives: at the top dose activity change, negative = inhibition, hits mostly inhibitors. actives 0.14% (n = 360,000). AID 720709;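 further: potency means the concentration at half of the fitted maximal effect; plate controls were vehicle for no effect and positive control for full effect; nearly all actives have a fitted effect of over 50% in size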
PLK1 PBD inh: blocks phosphopeptide binding to human PLK1 polo-box domain; P53350; Potency, µM, inactives show max response, negative = inhibition, hits mostly inhibitors; Plk1 PBD binding of FITC phosphopeptide, fluorescence polarization; AID 720504; actives 2.8% (n = 360,000); further: potency means the concentration at half of the fitted maximal effect; series mostly up to about 57 µM; on the % scale 0 is the no-effect control and ±100 the full control effect; nearly all actives have a fitted effect of over 65% in size
Target sequence (P53350 whole entry, looked up, the tested form may be a part): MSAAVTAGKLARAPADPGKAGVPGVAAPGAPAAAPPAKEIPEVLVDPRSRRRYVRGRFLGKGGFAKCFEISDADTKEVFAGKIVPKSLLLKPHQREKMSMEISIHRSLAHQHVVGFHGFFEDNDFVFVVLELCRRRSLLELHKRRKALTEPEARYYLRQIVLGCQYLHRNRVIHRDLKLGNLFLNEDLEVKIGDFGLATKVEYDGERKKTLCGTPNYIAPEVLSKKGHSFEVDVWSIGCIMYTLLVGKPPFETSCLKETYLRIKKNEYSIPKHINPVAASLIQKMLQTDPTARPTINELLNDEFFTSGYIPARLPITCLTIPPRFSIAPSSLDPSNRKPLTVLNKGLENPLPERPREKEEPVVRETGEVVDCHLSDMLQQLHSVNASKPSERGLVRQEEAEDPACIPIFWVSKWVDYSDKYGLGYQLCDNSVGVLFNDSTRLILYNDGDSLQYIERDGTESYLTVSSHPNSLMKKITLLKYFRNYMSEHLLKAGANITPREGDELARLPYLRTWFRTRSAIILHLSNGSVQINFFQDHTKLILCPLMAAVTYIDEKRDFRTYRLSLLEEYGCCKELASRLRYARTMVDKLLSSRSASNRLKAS
CCT chaperon mod: modulators of cytosolic chaperonin (CCT/TRiC) activity | purified chaperonin ATPase assay, HTRF ADP detection, 30 min | activity change, % (no concentration beside the values), hits read low | actives 0.3% (n = 360,000); in the data active means activity change below about -30%; further: on the % scale 0 is the no-effect control and ±100 the full control effect
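Enzyme 40 or 20 nM (batch-dependent) in Tris pH 7.4/KCl/MgCl2/DTT; cpd 76 uM single point; ATP 10 uM; 30 min 37 °C; Transcreener ADP HTRF detection, 30 min RT; ratio 665/615.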
EPAC2 agonist: EPAC2 (human) agonism; actives 0.079% (n = 360,000); Potency, µM (series often up to 154 µM), for the others: top-dose activation, actives largely listed as activators; Q8WZA2; EPAC2 activation, biochemical qHTS; response scale: 100% = 6.5 mM cAMP response; further: potency means the concentration at half of the fitted maximal effect; nearly all actives have a fitted effect of over 50% in size
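qHTS, titration series. 100 nM EPAC2 / 250 nM Rap1B-BODIPY-GDP / 50 uM GDP; RT; ex 480/em 540 nm, 5-min reads to 30 min. Norm. to 6.5 mM cAMP = activation.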
PI5P4Ka inh: inhibitors of human PI5P4K alpha | P48426 | PI5P4Kalpha enzyme, ADP-Glo luminescence, 60 min; hits give low values | max response, % | actives 1.2% (n = 330,000) | AID 652105; active means max response of -50% or lower; inconclusive means between -30% and -50%; inactive means -30% or higher; further: value at the top dose of about 77 µM; on the % scale 0 is the no-effect control and ±100 the full control effect
Target sequence (P48426 whole entry, looked up): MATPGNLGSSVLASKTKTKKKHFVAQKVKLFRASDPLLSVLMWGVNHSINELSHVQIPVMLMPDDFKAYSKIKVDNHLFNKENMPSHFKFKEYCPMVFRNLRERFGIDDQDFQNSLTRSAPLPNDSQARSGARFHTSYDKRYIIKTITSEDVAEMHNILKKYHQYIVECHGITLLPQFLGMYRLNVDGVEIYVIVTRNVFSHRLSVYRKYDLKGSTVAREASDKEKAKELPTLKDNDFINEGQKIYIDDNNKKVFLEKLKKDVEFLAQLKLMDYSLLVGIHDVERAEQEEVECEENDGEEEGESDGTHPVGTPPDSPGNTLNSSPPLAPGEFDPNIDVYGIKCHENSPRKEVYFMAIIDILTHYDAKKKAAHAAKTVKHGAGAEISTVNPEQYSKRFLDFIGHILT
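Quantitative HTS of the MLSMR library against PI5P4Kalpha with substrate. ATP added last at 5 microM final; room temperature, 60 minutes. Remaining ATP depleted, ADP converted and read as luminescence.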
EPAC1 agonist: activates human EPAC1 exchange factor; O95398; EPAC1 agonist qHTS, biochemical assay; response scale: 100% = response to 6.5 mM cAMP; Potency, µM (titrated, usually from 154 µM), without a hit: at the highest dose activation, hits mostly activators; actives 0.073% (n = 360,000); AID 720707; further: potency means the concentration at half of the fitted maximal effect; nearly all actives have a fitted effect of over 60% in size
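Nucleotide exchange assay: 100 nM EPAC1 with 250 nM Rap1B loaded with BODIPY-GDP and 50 uM GDP, room temperature. Fluorescence (480/540 nm) read every 5 min for 30 min; signal change normalized to 6.5 mM cAMP as full agonist.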
WRN helicase inh: WRN helicase (human) inhibition; Q14191; WRN helicase unwinding, fluorescent forked duplex, kinetic; Potency, µM (top dose mostly 114 µM), inactives show top-dose activity change, negative = inhibition, most hits filed as inhibitors; actives 0.46% (n = 360,000); AID 651768; further: potency means the concentration at half of the fitted maximal effect; on the % scale 0 is the no-effect control and ±100 the full control effect; nearly all actives have a fitted effect of over 55% in size
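Fluorescence dequenching readout, ex 525 nm/em 598 nm, kinetic mode: forked duplex DNA (100 nM final) with adjacent fluorophore and quencher unwound by WRN (20 nM final) with 2 mM ATP. Compound preincubation 15 min, room temperature.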
Numbers without * were called inactive; ? = inconclusive; / = no result given; [ ] = remark or other dose. Unless noted, the call rests on the fitted dose curve; in most records, active means well fitted curve in the direction sought with a large enough effect; inconclusive means small, poorly fitted or top-dose-only effect, or another doubt; inactive means no such curve, though single readings can be large; an effect the other way counts as inactive or inconclusive.

Start of the data: the first 2 entries as a preview:
SMILES | IL-2 act | EPAC1 antagonist | PLK1 PBD inh | CCT chaperon mod | EPAC2 agonist | PI5P4Ka inh | EPAC1 agonist | WRN helicase inh
O=C(OCC(=O)N1CCc2ccccc21)c1ccccc1F | 0.5 | 6% | -1% | -0.5 | -2% | -3 | 0% | -4%
CC(C)c1ccc(NC(=O)C2=NNC(=O)CC2)cc1 | -1.0 | -3% | -6% | 1.8 | -5% | 4 | -15% | -10%

Results, previewed entries included:
SMILES | IL-2 act | EPAC1 antagonist | PLK1 PBD inh | CCT chaperon mod | EPAC2 agonist | PI5P4Ka inh | EPAC1 agonist | WRN helicase inh
O=C(OCC(=O)N1CCc2ccccc21)c1ccccc1F | 0.5 | 6% | -1% | -0.5 | -2% | -3 | 0% | -4%
CC(C)c1ccc(NC(=O)C2=NNC(=O)CC2)cc1 | -1.0 | -3% | -6% | 1.8 | -5% | 4 | -15% | -10%
COc1ccccc1-c1cc2nc(C)c(CCC(=O)NC(C)CCc3ccco3)c(C)n2n1 (centres undefined) | -3.7 | -21% | 5% | 0.9 | 8% | -6 | -9% | -3%
CCN(CC)C(=S)NCCc1ccccc1 | -3.2 | 6% | -24% | -0.9 | 9% | 0 | -1% | -6%
Cc1ccc(NC(=O)c2ncn(CC(=O)N3CCN(c4ccccn4)CC3)n2)cc1C | 0.8 | -1% | -15% | 1.2 | 5% | -2 | 8% | 1%
COC(=O)[C@H](CC(C)C)NC(=O)Cn1cnc2c(OCc3ccccc3)ncnc21 | -0.2 | 1% | -5% | -1.3 | 6% | 0 | 0% | -1%
COC(=O)Cn1c2ccc(C)cc2c2nc3ccccc3nc21 | -0.9 | -5% | -9% | -7.3 | 10% | 6 | 3% | 3%
Cc1ccc(Cl)cc1N1CCN(C(=O)Cn2ncn3cccc3c2=O)CC1 | -3.4 | -20% | -4% | 0.8 | 2% | -2 | 15% | 3%
O=C(Cc1ccc(Cl)c(Cl)c1)Nc1ccc(S(=O)(=O)Nc2ncccn2)cc1 | -1.1 | 4% | -24% | 0.5 | 9% | 0 | -4% | -13%
CCCN(CCC)C(=O)c1cn(CC)c2ccc(S(=O)(=O)N3CCCCC3)cc2c1=O | -2.6 | -13% | ? | -2.5 | 6% | -2 | 1% | 6%
O=C(NCc1cccnc1)C1CC(c2ccccc2Cl)=NO1 (centres undefined) | -0.2 | -2% | 27µM* | 0.2 | -1% | -3 | -2% | -7%
COc1cc(CN2CCNC(=O)C2CC(=O)NCCCN2CCOCC2)cc(OC)c1 (centres undefined) | -0.2 | -6% | -2% | 0.3 | 1% | 0 | 3% | -4%
N#Cc1ccccc1CSc1nc(N2CCCCC2)nc(N2CCCCC2)n1 | -0.1 | 7% | 2% | 1.1 | 5% | 14 | 12% | -7%
CC(C)CSc1nc2ccccc2c(=O)[nH]1 | 0.2 | 5% | -1% | -1.7 | -9% | -2 | -11% | -2%
CCCCOc1ccc(N=Cc2cccs2)cc1 | -3.7 | -8% | -1% | -0.4 | 3% | -5 | 0% | 0%
Clc1ccc(-n2ncc3c(NCc4ccccn4)ncnc32)cc1 | 2.2 | -5% | 4% | -2.9 | -10% | / | 2% | 8%
C[C@H](CO)N1C[C@H](C)[C@@H](CN(C)C(=O)Nc2ccc(C(F)(F)F)cc2)Oc2c(NC(=O)C3CCCCC3)cccc2C1=O | -0.1 | -16% | -9% | -1.7 | -9% | 18 | -21% | -5%
COc1cc2c(=O)n(CCCC(=O)NCC3CCCO3)c(=O)n(CC(=O)c3ccc(F)cc3)c2cc1OC (centres undefined) | 0.0 | 4% | 2% | 0.1 | 5% | 0 | 9% | -3%
CC(C)OC(=O)NCCOC(=O)Nc1ccccc1Cl | -0.4 | 8% | 2% | -2.3 | -1% | 1 | 3% | -4%
COc1ccccc1CSc1ncc(-c2ccc([N+](=O)[O-])cc2)[nH]1 | -4.2 | -2% | ? | -1.1 | 19% | -6 | 9% | -8%
O=C1C2C3c4ccccc4C(c4ccccc43)C2C(=O)N1CN1CCOCC1 (centres undefined) | -2.9 | -1% | 1% | 0.4 | 10% | / | 7% | -8%[57.1 µM]
CC(=O)Nc1ccc(S(=O)(=O)NC2(C(F)(F)F)C(=O)Nc3c2c(=O)[nH]c(=O)n3Cc2ccccc2)cc1 (centres undefined) | 0.3 | -17% | -5% | -1.3 | 8% | -5 | -4% | -33%
Cc1cccc(NS(=O)(=O)c2cccc3nsnc23)c1 | 0.4 | -5% | -10% | 1.4 | -1% | 7 | -6% | 0%
COc1ccc(CNc2ncnc3sccc23)cc1 | -3.8 | -10% | -7% | 0.2 | 6% | -3 | 7% | -2%
CCOc1ccc(NC(=O)CN2CCc3cc4c(cc3C2)OCCCO4)cc1OCC | -1.3 | -1% | 30µM* | 1.4 | -14% | -3 | 2% | 3%
O=S(=O)(c1ccccc1)c1cnc(-c2ccccc2)nc1N1CCCCC1 | -0.7 | -19% | -6% | -3.7 | 13% | 15 | 11% | -5%
COc1ccc(CNS(=O)(=O)c2cc(-c3cc(C)no3)ccc2C(C)C)cc1 | -0.6 | -23% | 8% | 1.7 | 12% | 2 | -6% | -9%
COc1ccc(N2CCN(C(c3cccs3)c3nnnn3C3CCCC3)CC2)cc1 (centres undefined) | 0.9 | -1% | 0% | -3.6 | 8% | / | 5% | -3%
CC(=O)c1c(C)[nH]c(C(=O)N2CCc3ccccc32)c1C | 0.7 | 11% | 6% | -7.6 | 5% | -7 | 2% | 4%
O=S(=O)(c1ccc(F)c(F)c1)N1CCCCCCC1 | -0.4 | 2% | -4% | -0.9 | 6% | 3 | 0% | 5%
CSc1ccccc1-c1ccc2nccn2c1 | 1.8 | 6% | -1% | -1.3 | -7% | 1 | -7% | 0%
Cc1ccc(C(=O)c2cc([N+](=O)[O-])ccc2N2CC(C)OC(C)C2)cc1 (centres undefined) | -5.0 | -21% | ? | -0.7 | 2% | 2 | -5% | 1%
C=CC(=O)N1CCCC(Nc2nc(Nc3ccc(N(C)C(=O)CC)cc3C)nc3nc[nH]c23)C1 (centres undefined) | -3.6 | 6% | 2% | -0.9 | 1% | 0 | -13% | -8%
O=S(=O)(c1ccccc1)N1CCC(O)(CSc2ccc(F)cc2)CC1 | 0.9 | -23% | -15% | -3.6 | 15% | -2 | 2% | -1%
CCCCCC1CCC(c2nnc(SCC(C)=O)o2)CC1 (centres undefined) | -0.5 | 2% | -2% | -0.5 | -2% | -1 | 12% | 16%
Cc1csc(NC(=O)c2ccncc2)n1 | -3.0 | -1% | -9% | -3.4 | 5% | -12 | -11% | -6%
CC(=O)Nc1ccc(-n2nnnc2SCC(=O)NC2CCCC2)cc1 | 1.2 | 2% | -13% | -1.6 | 7% | 6 | 8% | 7%
Cc1ccc(Cl)cc1NC(=O)C1COc2ccccc2O1 (centres undefined) | -0.9 | 1% | -6% | -14 | -3% | -1 | 1% | 0%
COc1ccc(C(=O)NC2CC(C)(C)Cc3c2cnn3-c2ccccc2)cc1OC (centres undefined) | -2.7 | -20% | -7% | -1.3 | 11% | -1 | 9% | 7%
O=C(NCc1ccc2c(c1)OCO2)c1cc(-c2ccccc2)nn1CC1CC(c2cccnc2)=NO1 (centres undefined) | -3.4 | ? | ? | -3.7 | 12% | -2 | 3% | 5%
CN1CCN(NC(=O)/C=C/c2cccc([N+](=O)[O-])c2)CC1 | -0.5 | -10% | -9% | -2.5 | 12% | -4 | 5% | -2%
COc1ccc(OC)c(C(=O)c2coc3cc(Br)c(O)c(Br)c23)c1 | -0.9 | ? | -10% | -0.8 | 11% | ? | 0% | -29%
COc1cc(F)ccc1-c1csc(C(O)(c2ccccc2)C(F)(F)F)n1 (centres undefined) | -0.7 | -23% | -16% | 0.2 | 11% | -2 | -14% | -15%
CS(=O)(=O)N(CC(=O)NC1CCCC1)c1cccc(F)c1 | 1.5 | 3% | -5% | -1.2 | 14% | / | 8% | -5%
COc1ccccc1Cc1c(-c2ccc(C)cc2)nc2ccc(Cl)cn12 | -0.6 | -9% | -8% | 1.6 | 8% | -3 | -8% | -6%
C[C@@H]1CCCCCCCCCCC1=O | -0.5 | 14% | -8% | 1.2 | 7% | 1 | -13% | 13%
O=C1C2C3C=CC(CNS(=O)(=O)c4ccccc4[N+](=O)[O-])(O3)C2C(=O)N1c1ccccc1 (centres undefined) | -0.1 | 10% | 67µM* | 2.6 | -2% | -14 | 3% | ?
COc1cc(NC(=O)c2ccco2)c(OC)cc1NC(=O)CSc1nnc(-c2cccs2)n1C | -1.9 | 6% | -8% | -0.5 | 3% | / | 6% | -25%
O=S(=O)(Nc1nc2c(s1)CCCC2)c1ccc2ccccc2c1 | -0.1 | -8% | ? | 0.0 | -18% | -11 | -5% | -9%
Cc1ccc(OCc2nnc(SCC(=O)Nc3nccs3)n2-c2ccccc2)cc1C | -0.4 | 2% | -7% | -1.7 | 0% | -8 | 6% | -9%
Cc1ccc(NC(=O)c2sc(N)nc2-c2ccccc2)cc1C | -2.7 | 5% | ? | 1.0 | 0% | 0 | -2% | -9%
CC(C)Oc1ccc(OCCn2c(=S)[nH]c3c(N)ncnc32)cc1 | 0.4 | -8% | 11µM* | -3.6 | 2% | -5 | -7% | 0%
COc1ccc(NC(=O)c2ccc(C#N)cc2)cc1NS(=O)(=O)c1ccc(F)cc1 | 1.9 | -17% | -18% | -0.9 | 22% | -20 | -13% | -22%
Nc1ccc(N2CCOCC2)c(S(=O)(=O)Nc2ccccc2Cl)c1 | 1.2 | -12% | -4% | -4.4 | 7% | -15 | -1% | -3%
O=C(CCN1C(=O)c2ccccc2C1=O)N(CCO)Cc1ccccc1 | -0.4 | 4% | -17% | -0.1 | -2% | -1 | -3% | 11%
CC(=O)c1sc(NC(=O)COc2ccccc2)nc1C | 1.8 | -3% | -17% | -2.0 | -2% | -10 | 7% | -2%

As a short view, four of the compounds above.
SMILES | IL-2 act | EPAC1 antagonist | PLK1 PBD inh | CCT chaperon mod | EPAC2 agonist | PI5P4Ka inh | EPAC1 agonist | WRN helicase inh
CN1CCN(NC(=O)/C=C/c2cccc([N+](=O)[O-])c2)CC1 | -0.5 | -10% | -9% | -2.5 | 12% | -4 | 5% | -2%
COc1ccc(OC)c(C(=O)c2coc3cc(Br)c(O)c(Br)c23)c1 | -0.9 | ? | -10% | -0.8 | 11% | ? | 0% | -29%
COc1cc(F)ccc1-c1csc(C(O)(c2ccccc2)C(F)(F)F)n1 (centres undefined) | -0.7 | -23% | -16% | 0.2 | 11% | -2 | -14% | -15%
CS(=O)(=O)N(CC(=O)NC1CCCC1)c1cccc(F)c1 | 1.5 | 3% | -5% | -1.2 | 14% | / | 8% | -5%

Screens as filed in PubChem BioAssay.

Not all compounds are listed; the hit share may differ from the screen's.
